Source: PubChem BioAssay (National Center for Advancing Translational Sciences (NCATS))
Peg3 imprint = qHTS Assay for Compounds that Induce Erasure of Genomic Imprints. mouse ES Peg3-LacZ reporter, beta-gal luminescence, 40 h. hit rate 0.02% among 110,000. Potency, µM (titrated, usually from 60.7 µM), without a hit: top-dose activity change, positive = activation, actives largely listed as activators;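 note: 0% = negative control wells on the plate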
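Readout: BetaGlo luminescence (5 min, room temp) for LacZ from the normally silent maternal Peg3 allele in female Peg3LacZ-Neo ES cells. Cells 300/well, 40 h, 37C, 5% CO2. Data normalized per plate to negative controls.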
p53ts 39C tox = qHTS Screen for Compounds that Selectively Target Cancer Cells with p53 Mutations: Cytotoxicity of p53ts Cells at the Nonpermissive Temperature; AID 902, 2007; hit rate 1.5% among 130,000; Potency, µM (doses to about 46.1 µM), for inactives: at the top dose activity change, negative = cell killing, actives largely listed as cytotoxic; H1299-p53A138V viability at 39C, ATP luminescence, 24 h; note: nearly all actives have a fitted effect of over 55% in size
IkB sig inh = IkB Signaling | ABC-DLBCL IkBa-CBG/CBR dual luciferase ratio, 4 h; response scale: scaled: untreated 0%, proteasome inhibitor 100% | Potency, µM (highest dose often 57.1 µM), for inactives: at the highest dose IkBa stabilization activation | hit rate 0.04% among 110,000; active = well fitted curve in the direction sought with a large enough effect in the signal ratio, not every such curve was filed as active; inconclusive = small, poorly fitted or top-dose-only effect, or a change in a side signal; the % refers to the signal ratio;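 note: the direction sought is a rising ratio; 0% = basal untreated cells and 100% = reference inhibitor full response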
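Curves were fitted separately to fusion (green), unfused (red) and ratio luminescence, then classed by r2, magnitude and activity. Cells: OCI-Ly3, 4 h compound plus doxycycline at 37C; 10 uM MG-132 defined full response.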
p53ts 32C tox = qHTS Screen for Compounds that Selectively Target Cancer Cells with p53 Mutations: Cytotoxicity of p53ts Cells at the Permissive Temperature | hit rate 0.93% among 130,000 | H1299-p53A138V at 32C, ATP luminescence viability, 24 h | AID 924, 2007 | Potency, µM (top dose mostly 46.1 µM), inactives show at the top dose activity change, negative = cytotoxicity, hits mostly cytotoxic;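 note: 0% = DMSO and -100% = full killing by reference compound; nearly all actives have a fitted effect of over 55% in size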
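Viability by ATPlite luminescence after 24 h compound treatment (up to 46 uM) at the permissive 32C. Cells are H1299 carrying p53 A138V. Scale runs from DMSO basal to 100 uM tamoxifen as full kill; AC50 from Hill fits.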
Starred values were filed as active, the others as inactive; ? = inconclusive; . = not tested or not shown; & = joins results of further samples; [ ] = remark or other dose. Unless noted, calls come from the whole dose curve; as a rule, active = well fitted curve in the direction sought with a large enough effect; inconclusive = small, poorly fitted or top-dose-only effect, or another doubt; inactive = no such curve, though single readings can be large; an effect the other way counts as inactive or inconclusive. Unless noted, % is set by controls: 0 for no effect and ±100 for the full control effect; potency is the fitted concentration of half-maximal effect.

Values run as follows: Peg3 imprint, p53ts 39C tox, IkB sig inh, p53ts 32C tox
1	COc1ccc(C2NC(=O)NC3=C2CCc2ccccc23)cc1 (configuration not stated)
    -14%, -11%, 0.5%, 17%
2	COc1ccc(CCN2C(=O)c3[nH]nc(-c4ccccc4O)c3C2c2ccc(OC)cc2)cc1 (configuration not stated)
    -7%[10.9 µM], -29%, -2.3%, 28%
3	CC(=O)Nc1ccc(S(=O)(=O)NCCc2cc3c(C)ccc(C)c3[nH]c2=O)cc1
    -21%, 10%, 0.0%, 9%
4	CCOC(=O)N1CCN(C2=CC(=O)OC23CCCCC3)CC1
    7%, 2%, 0.1%, -2%
5	Fc1ccc(-n2ncc3c(NCCCN4CCOCC4)ncnc32)cc1
    24%[10.9 µM], ?, 0.1%, -8%
6	Cc1cccc(C)c1NS(=O)(=O)c1c(C)[nH]c(=O)[nH]c1=O
    19%, -6%, -0.2%, -3%
7	COCCCNC(=O)CS(=O)Cc1nc(-c2cccc(OC)c2)oc1C (configuration not stated)
    -19%, -11%, -1.9%, 8%
8	CCc1c(C(=O)Nc2ccc(OC)c(Cl)c2)[nH]c(C)c1C(C)=O
    -19%, -7%, 2.7%, 2%
9	O=C(CCCC(=O)N1CCN(c2ccccc2F)CC1)N1CCN(c2ccccc2F)CC1
    -12%, -11%, 0.1%, 3%
10	COc1cccc(C(=O)Nc2ccccc2-c2nnc(-c3ccc(C(C)(C)C)cc3)o2)c1
    -17%[10.9 µM], -2%, -1.4%, -6%
11	Oc1c(CN2CCCCC2)cc(COCc2ccccc2)c2cccnc12
    -31%[inhibitor], -25%, 11%, -26%
12	CCCn1c(C)nc2c(NCCCN(CCO)CCO)nc(C)nc21
    -3%, 10%, ., -4%
13	Cc1ccccc1OCC(=O)Nc1ccccc1N1CCCCC1
    -19%, 8%, 1.4%, 4%
14	COCCn1c(=NC(=O)c2ccc3c(c2)OCCO3)sc2cc(NC(C)=O)ccc21
    ?, ?, -0.6%, 2%
15	O=C1COc2ccc(C(=O)COC(=O)Cn3cnc4ccccc43)cc2N1
    10%, -2%, -1.2%, 3%
16	N#CCSc1nnc(CNc2ccc(F)cc2)o1
    ., -4%, ., 2%
17	N[C@@H](C(=O)O)c1ccc(C(=O)O)cc1
    -4%&-3%, 0%&-7%, 1.2%&-0.1%, 1%&3%
18	O=C(NCc1ccccc1)Oc1cccc(Cl)c1
    ., 15%, ., -4%
19	CC(C)(C)OC(=O)N1CCC(c2c(C(=O)Nc3ccc4c(c3)OCCO4)cnn2-c2ccc(Cl)cc2)CC1
    -11%[10.9 µM], -8%, 0.9%, 15%
20	O=S(=O)(c1ccc(Cl)c(F)c1)N1CCC(c2nc(-c3ccncc3)no2)CC1
    4%, -6%, -0.8%, -2%

Limited to p53ts 32C tox, for some of the entries so far:
item | SMILES | p53ts 32C tox
16 | N#CCSc1nnc(CNc2ccc(F)cc2)o1 | 2%
17 | N[C@@H](C(=O)O)c1ccc(C(=O)O)cc1 | 1%&3%
18 | O=C(NCc1ccccc1)Oc1cccc(Cl)c1 | -4%
19 | CC(C)(C)OC(=O)N1CCC(c2c(C(=O)Nc3ccc4c(c3)OCCO4)cnn2-c2ccc(Cl)cc2)CC1 | 15%
20 | O=S(=O)(c1ccc(Cl)c(F)c1)N1CCC(c2nc(-c3ccncc3)no2)CC1 | -2%

Next part:
Values run as follows: Peg3 imprint, p53ts 39C tox, IkB sig inh, p53ts 32C tox
21	COc1ccc(CN2C(=O)CCC2(C)C(=O)NCc2cccnc2)c(OC)c1 (configuration not stated)
    -8%, 0%, 1.4%, -7%
22	Cc1nc(NCc2ccccn2)c2ccccc2n1
    -14%, -1%, 1.1%, 1%
23	CC1(C)NC(=O)N(CC(O)COc2cccc(F)c2)C1=O (configuration not stated)
    -2%, 10%, 0.9%, 3%
24	CCn1c2ccccc2c2cc(NC(=O)COc3ccc(C)cc3C)ccc21
    -14%[10.9 µM], -26%, 0.3%, -11%
25	CN(C)CCCOC(=O)Cc1ccc(Cl)cc1
    -9%, 1%, -1.6%, 3%
26	Clc1ccc(OCc2nc(-c3ccc(-n4cccc4)cc3)no2)cc1
    14%[10.9 µM], 10%, 1.2%, -8%
27	CC(=O)Nc1c(C(=O)Nc2cccc(C)c2)nnn1-c1ccc(C)cc1
    7%[10.9 µM], ?, 19%, -1%
28	CC(C)OC(=O)CSc1nnc(-c2cnccn2)n1-c1ccccc1
    0%, -3%, -1.5%, 1%
29	CN(C)c1ccc(NC(=O)CSc2nc(-c3ccco3)cc(C(F)(F)F)n2)cc1
    -5%[10.9 µM], -3%, 1.4%, 3%
30	COCCCn1c2nc3ccccc3nc2c2c(=O)n(-c3ccccc3OC)c(C)nc21
    ., 15%, ., -6%

Compound profiles, from the list above. Screens in order: Peg3 imprint, p53ts 39C tox, IkB sig inh, p53ts 32C tox
Entry for `COc1ccc(C2NC(=O)NC3=C2CCc2ccccc23)cc1` (configuration not stated) : -14%, -11%, 0.5%, 17%
Entry for `Oc1c(CN2CCCCC2)cc(COCc2ccccc2)c2cccnc12` : -31%[inhibitor], -25%, 11%, -26%
Entry for `O=C1COc2ccc(C(=O)COC(=O)Cn3cnc4ccccc43)cc2N1` : 10%, -2%, -1.2%, 3%
Entry for `COCCCNC(=O)CS(=O)Cc1nc(-c2cccc(OC)c2)oc1C` (configuration not stated) : -19%, -11%, -1.9%, 8%

(listing goes on)
31: Cc1cccc(NC(=O)c2cc(S(=O)(=O)N3CCC4(CC3)OCCO4)ccc2F)c1
32: Cc1ccc2oc(=O)c3cnn(CC(=O)Nc4ccccc4N4CCN(C)CC4)c3c2c1
33: CC(C)(C)NC(=O)C(c1ccccc1F)N(Cc1ccco1)C(=O)c1csnn1 (configuration not stated)
34: Cc1ccccc1-c1ccc2ncnc(-n3ccnc3)c2c1
35: Cc1ccc(-c2nc3c(c(SCC(=O)N(C)c4ccccc4)n2)Cc2c(CO)cnc(C)c2O3)cc1
36: CCCOc1ccccc1C(=O)N(Cc1ccco1)C1CCS(=O)(=O)C1 (configuration not stated)
37: CCCCCn1c(NCc2ccc(OC)cc2)nc2ccccc21
38: CCOC(=O)C1=C(C)NC(SCC(=O)OC)=C(C#N)C1c1ccc(C(=O)OC)cc1 (configuration not stated)
assay / entry | 31 | 32 | 33 | 34 | 35 | 36 | 37 | 38
Peg3 imprint | -21%[10.9 µM] | -31%[inhibitor] | -6% | -31%[inhibitor] | 15%[10.9 µM] | 0% | -20%[10.9 µM] | -17%
p53ts 39C tox | 5% | -7% | -8% | ? | -10% | 8% | 16µM* | 1%
IkB sig inh | ? | 2.1% | -1.2% | ? | -0.4% | 17% | ? | 2.3%
p53ts 32C tox | -6% | -7% | 4% | 94%[activator] | 6% | 5% | ? | 17%

39: COc1ccc(-c2cc(C(F)(F)F)nc(SCC(=O)NCCc3ccccc3)n2)cc1
40: Cc1ccc(NC(=O)CN(C)S(=O)(=O)c2cccs2)cc1F
41: CCc1ccc(CNC(=O)Cn2nc(C)c3c(C)n(-c4ccc(C)cc4)nc3c2=O)cc1
42: O=C(Nc1cc(C(F)(F)F)ccc1N1CCOCC1)c1ccco1
43: COc1cc(C2=NOC(C(=O)Nc3ccc(C(C)=O)cc3)C2)cc(OC)c1OC (configuration not stated)
44: Nc1nc(N)c2sc3nc4c(cc3c2n1)CCC4
45: Cc1ccc(-n2nnnc2SC(C)C(N)=O)c(C)c1 (configuration not stated)
46: Cc1cc(C)n(C(=O)COc2ccccc2C)n1
assay / entry | 39 | 40 | 41 | 42 | 43 | 44 | 45 | 46
Peg3 imprint | -9%[10.9 µM] | -13% | 6%[10.9 µM] | -4% | -11% | . | -7% | .
p53ts 39C tox | 5% | -13% | -23% | 11% | -10% | -28% | -7% | 22%
IkB sig inh | 0.0% | -3.1% | -1.0% | 0.3% | -1.8% | -5.7% | 0.0% | .
p53ts 32C tox | 3% | -11% | -14% | -1% | -3% | -17% | 5% | 11%

47: COc1cc(OC)c(NC(=O)Nc2nnc(N(C)C3CCCCC3)s2)cc1Cl
48: COc1ccc2c(c1)C(=O)N(c1ccccc1OC)C(=O)C2
49: COc1ccc(C(=O)N2CCC[C@@]3(CCN(Cc4nccs4)C3)C2)cc1
50: COC(=O)COc1ccc(S(=O)(=O)Nc2ccc(NC(C)=O)cc2)cc1
51: CCCn1nnc(NC(=O)c2cccnc2Cl)n1
52: CCc1ccccc1-n1cnc2cc(C(=O)NC3CCCCCC3)ccc21
53: O=C(NCCCN1CCOCC1)c1cccs1
54: C=Cc1ccc(CN2C(=O)c3ccccc3Sc3ccc(C(=O)OCc4ccco4)cc32)cc1
assay / entry | 47 | 48 | 49 | 50 | 51 | 52 | 53 | 54
Peg3 imprint | -8%[10.9 µM] | -3% | . | 1% | . | 19%[10.9 µM] | -8% | -16%[10.9 µM]
p53ts 39C tox | -1% | -2% | -7% | 0% | -6% | -9% | 3% | -18%
IkB sig inh | -1.7% | ? | 0.4%[11.4 µM] | 0.9% | . | ? | -0.3% | 0.5%
p53ts 32C tox | 5% | 4% | 9% | 7% | -5% | -3% | -10% | -6%

55: Cn1c(NC(=O)c2ccccc2Br)cc(=O)n(C)c1=O
56: COc1ccc(C2/C(=C(/O)c3ccccc3)C(=O)C(=O)N2C)cc1 (configuration not stated)
57: CC(=O)Nc1ccc(S(=O)(=O)Nc2c(C)n(C)n(-c3ccccc3)c2=O)cc1
58: COc1cccc(C(=O)Cn2c(N3CCCCC3)nc3c2c(=O)n(C)c(=O)n3C)c1
59: CC1CCCCN1S(=O)(=O)c1cc2c3c(c1)CC(=O)N3CCC2 (configuration not stated)
60: Cc1cc(C)c(OCC(=O)N(Cc2ccco2)Cc2ccco2)c(C)c1
61: CCCOc1ccc(C2C(=O)N(C3CCC(C)CC3)CC(=O)N2CCc2ccccc2)cc1OC (configuration not stated)
62: COc1ccc(N2C(=O)CCC(C(=O)N(C)C3CCCCC3)C2c2ccc(OC)c(OC)c2)cc1 (configuration not stated)
assay / entry | 55 | 56 | 57 | 58 | 59 | 60 | 61 | 62
Peg3 imprint | -27% | -13% | -2% | 6% | 4%[10.9 µM] | -9%[10.9 µM] | -18%[10.9 µM] | 3%
p53ts 39C tox | 18% | -12% | 5% | -13% | -2% | -12% | -31% | 9%
IkB sig inh | -0.7% | -1.7% | 0.0% | 0.8% | -3.1% | ? | 0.8% | 1.4%
p53ts 32C tox | 20% | 4% | 5% | 3% | -6% | 9% | 7% | 3%

63: COc1ccc(-n2c(SCC(=O)Nc3nccs3)nc3c(c2=O)SCC3)cc1
64: COc1cccc(CNC(=O)Nc2cn(CC(C)C)c(=O)c3ccccc23)c1
65: CC(C)Cc1ccc(S(=O)(=O)Nc2ccc3[nH]c(=O)[nH]c3c2)cc1
66: Cc1nn2c(c1-c1ccccc1)N=C(c1ccco1)CC2c1ccccc1 (configuration not stated)
67: O=C(COc1ccc(Cl)cc1)NCC(c1ccco1)S(=O)(=O)c1ccc(F)cc1 (configuration not stated)
68: c1ccc(-c2nc3c4ccccc4nc(N4CCN(c5ccccn5)CC4)n3n2)cc1
69: CCn1nc(-c2ccccc2)c(-c2ccccc2)c(C(=O)Nc2nc(C)c(C(=O)N(C)C)s2)c1=O
70: COc1cccc(-n2nnnc2SCC(=O)Nc2nc3c(s2)CCCC3)c1
assay / entry | 63 | 64 | 65 | 66 | 67 | 68 | 69 | 70
Peg3 imprint | -39%[inhibitor] | 9%[10.9 µM] | -14%[10.9 µM] | -21% | 29%[10.9 µM] | -2% | -6%[10.9 µM] | .
p53ts 39C tox | 22% | -15% | 2% | 28% | -1% | 6% | -17% | -9%
IkB sig inh | 3.7% | 0.4% | ? | ? | ? | 1.2% | ? | .
p53ts 32C tox | 8% | -18% | 12% | 9% | 5% | 12% | 11% | -3%

71: COCC(=O)N1CCC2(CCN(Cc3ccncc3)CC2)CC1
72: Cn1nnnc1SCc1nc2ccccc2s1
73: COc1cc(NC(=O)CC2C(=O)N(c3ccccc3)C(=O)N2Cc2ccc(F)cc2)cc(OC)c1 (configuration not stated)
74: COc1ccc(C)cc1-n1c(-c2ccncc2)n[nH]c1=S
assay / entry | 71 | 72 | 73 | 74
Peg3 imprint | . | -58%[inhibitor] | -15%[10.9 µM] | -6%
p53ts 39C tox | -5% | -7% | 16% | 13%
IkB sig inh | -0.2%[11.4 µM] | 1.3% | ? | -0.3%
p53ts 32C tox | -6% | -3% | 7% | 0%
